RPL19A-GFP yeast – RPL19A-GFP expression modulators in yeast, primary screen, cell-based, S. cerevisiae, multiplex flow cytometry, MLPCN; S. cerevisiae RPL19A-GFP strain, 3 h; active compounds read low; percent response vs DMSO, % at 10 µM; hit rate 0.3% among 330,000;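 active = percent response vs DMSO below 50%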;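 also: median channel GFP fluorescence of the barcoded RPL19A-GFP strain; ratio of sample median GFP to plate DMSO average so 100% = DMSO; lower means less RPL19A-GFP as with rapamycin TOR inhibition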
LAP4-GFP MLPCN – modulators of LAP4-GFP expression in yeast, primary screen, S. cerevisiae, multiplex flow cytometry, MLPCN library. AID 2023, 2009. 3 h; median GFP as percent of DMSO wells. hit rate 0.34% among 320,000. GFP response vs DMSO, % at 10 µM;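 active = GFP response vs DMSO above a set limit, about the screen mean plus 3 SD, cut at about 150% in these data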
CIT2-GFP yeast – modulators of CIT2-GFP expression in yeast, primary screen, S. cerevisiae, GFP fusion, multiplex flow cytometry, MLPCN library. AID 2029, 2009. S. cerevisiae CIT2-GFP strain, 3 h; 100 means same as DMSO wells. GFP response vs DMSO, % at 10 µM. hit rate 0.065% among 320,000;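 active = GFP response relative to DMSO above a set limit, near the screen mean plus 3 SD, cut at about 150% in these data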;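 also: ratio of well median GFP fluorescence to mean of DMSO wells on the plate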
AHR act – AHR activators, primary screen, cell-based, luminescence, luciferase reporter, human; Aryl hydrocarbon receptor (Homo sapiens), P35869; AHR-responsive luciferase reporter cells; activation, % at 5 µM; hit rate 2.5% among 320,000; AID 2796, 2010; in the data active = activation above about 47%;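 also: 0% = vehicle wells and 100% = reference agonist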
Target sequence (P35869 whole entry, looked up): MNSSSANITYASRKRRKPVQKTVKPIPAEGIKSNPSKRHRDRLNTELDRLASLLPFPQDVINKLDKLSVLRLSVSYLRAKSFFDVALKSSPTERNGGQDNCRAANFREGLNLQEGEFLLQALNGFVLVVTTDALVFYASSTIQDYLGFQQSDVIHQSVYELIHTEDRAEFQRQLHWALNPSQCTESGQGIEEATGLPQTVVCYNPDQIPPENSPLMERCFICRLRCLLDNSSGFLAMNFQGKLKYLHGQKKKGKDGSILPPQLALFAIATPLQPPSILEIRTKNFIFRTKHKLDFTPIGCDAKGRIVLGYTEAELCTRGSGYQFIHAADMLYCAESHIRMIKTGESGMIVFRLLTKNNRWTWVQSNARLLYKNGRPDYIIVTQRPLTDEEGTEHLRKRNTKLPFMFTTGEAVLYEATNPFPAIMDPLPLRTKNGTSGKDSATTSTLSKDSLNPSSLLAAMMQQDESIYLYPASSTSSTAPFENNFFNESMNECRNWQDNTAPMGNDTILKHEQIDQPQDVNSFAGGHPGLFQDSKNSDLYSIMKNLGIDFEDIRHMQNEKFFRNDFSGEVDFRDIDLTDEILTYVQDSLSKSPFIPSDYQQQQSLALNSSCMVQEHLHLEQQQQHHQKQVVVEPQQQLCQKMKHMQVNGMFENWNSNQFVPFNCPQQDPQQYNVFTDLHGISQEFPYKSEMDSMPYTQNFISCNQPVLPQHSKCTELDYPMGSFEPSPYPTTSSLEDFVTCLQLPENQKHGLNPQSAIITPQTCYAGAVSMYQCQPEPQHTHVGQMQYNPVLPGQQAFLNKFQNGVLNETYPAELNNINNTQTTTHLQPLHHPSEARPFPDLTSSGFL
CR mimetic SO – reduction of superoxide in aged yeast, primary screen, HTS. S. cerevisiae aged cells, superoxide DHE fluorescence; active compounds read low. superoxide response (% of plate mean), % at 10 µM. hit rate 0.18% among 330,000;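 active = superoxide response under a set limit, about three screen SD below normal, cut at about 65% in these data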;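 also: yeast aged for seven days with compound at 30 °C before DHE staining; 100% = average MFI of all compound-treated wells on the plate with controls excluded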
Efflux pump mplx – inhibitors of Candida efflux pumps in yeast, primary screen, S. cerevisiae, Nile Red, multiplex. S. cerevisiae Candida pump triplex. inhibition, % at 10 µM. hit rate 0.44% among 330,000;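 active = plate passing quality check with inhibition over a set limit, or well fluorescence over plate mean plus 4 SD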;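 also: Nile Red retained in pooled yeast measured as flow cytometry median fluorescence; 0% = buffer negative control and 100% = Enniatin B positive control; higher means more Nile Red kept so more efflux inhibition; some compounds called inactive have numbers as strong as hits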
MEP2 TOR yeast – modulators of MEP2-GFP levels in yeast, primary screen, S. cerevisiae, multiplex flow cytometry, MLPCN library; S. cerevisiae MEP2-GFP strain, 3 h; 100% = DMSO control level; GFP response vs DMSO, % at 10 µM; hit rate 0.51% among 330,000;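 active = GFP response versus DMSO above a set limit, roughly screen mean plus 3 SD, cut at about 180% in these data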;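 also: median GFP fluorescence of the barcode-gated MEP2-GFP cells per well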
AGP1-GFP MLPCN – modulators of AGP1-GFP expression in yeast TOR pathway, primary screen, cell-based, multiplex flow cytometry, S. cerevisiae, MLPCN library; 3 h; GFP as percent of DMSO wells; GFP response vs DMSO, % at 10 µM; hit rate 0.02% among 320,000; AID 2066, 2009;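 active = GFP response relative to DMSO above a set limit, near screen average plus 3 SD, cut at about 150% in these data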;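 also: median GFP channel fluorescence of the gated AGP1 strain per well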
* marks the source's active call; other numbers are inactive results; · = not tested or not shown; + = active, no number; [ ] = another dose, or the depositor's remark.

SMILES	RPL19A-GFP yeast	LAP4-GFP MLPCN	CIT2-GFP yeast	AHR act	CR mimetic SO	Efflux pump mplx	MEP2 TOR yeast	AGP1-GFP MLPCN
CCCCN(C)C(=O)c1ccc(S(=O)(=O)N2CCOCC2)cc1	98	103	96	-2	101	0.0	96	101
COc1cccc(/C=N/n2c(C3CCCCC3)n[nH]c2=S)c1O	109	96	100	·	96	0.0	109	100
Cc1ccc(CSc2ncnc3onc(C)c23)cc1	91	116	105	1	58*	-0.1	89	100
CC(=O)c1c(C(C)=O)c(C)n(-c2ccc(N)c(C)c2)c1C	99	93	·	1	103	0.0	95	97
Cc1ccc(C(O)c2nc3ccccc3n2C(C)C)cc1 (stereo not drawn)	94	84	92	2	102	0.0	87	·
Cc1ccc(S(=O)(=O)N2CCCCC2)cc1C(=O)Nc1ccc2cn[nH]c2c1	89	100	89	19	100	0.0	97	90
CCNNC(=O)C(O)(Cc1ccccc1)Cc1ccccc1	102	100	112	0	90	-0.2	103	105
CC(C)OP(=O)(OC(C)C)C(Nc1ccc([N+](=O)[O-])cc1)c1cccc([N+](=O)[O-])c1 (stereo not drawn)	95	109	95	-2	112	0.0	101	100
COCn1c(=O)c2c(nc(SC3=NCCS3)n2Cc2ccccc2C)n(COC)c1=O	94	109	91	-3	115	0.0	92	97
Cc1sc(NC(=O)Cc2ccc3c(c2)OCO3)nc1-c1ccc2c(c1)CCN2C(=O)c1ccccc1F	97	91	84	0	97	1.2	92	95
O=C(Cn1ncc2c([nH]c3ccccc32)c1=O)N1CCCCC1	100	100	98	5	83	0.3	107	101
O=C(O)c1ccc2c(c1)C(=O)N(c1cccc(S(=O)(=O)Nc3cccc(C(F)(F)F)c3)c1)C2=O	99	99	101	-2	90	0.0	97	100
Cc1ccc(SCC(=O)OCC(=O)NC2(C#N)CCCCC2)cc1	104	84	86	·	122	0.5	99	86
CSc1ccccc1NC(=O)C1C2CCC(C2)C1C(=O)O (stereo not drawn)	91	103	78	1	95	-0.1	100	66
Cc1ccc(NC(=O)C2CC(=O)N(CCc3ccccc3)C2)c(C)c1 (stereo not drawn)	99	92	97	4	92	0.0	95	98
Cc1cnc(NC(=O)Cc2ccccc2F)s1	100	140	96	5	88	-0.2	105	109
CCCn1nc(C(=O)Nc2cc(C(=O)OC)ccc2C)c2ccccc2c1=O	96	130	123	2	115	0.1	158	99
CCC(Oc1ccccc1)C(=O)Nc1cc(C(F)(F)F)ccc1N1CCOCC1 (stereo not drawn)	95	110	98	1	105	0.1	90	94
Cc1nnsc1SCCNC(=O)c1c(F)cccc1F	70	91	102	1	124	0.1	137	22
CCc1n[nH]c(=S)n1/N=C/c1ccc(N(C)c2ccccc2)cc1	119	110	110	-4	102	0.4	111	102
Cc1nn(Cc2c(Cl)cccc2Cl)c(Cl)c1/C=N/NC(=O)c1cccnc1	101	87	103	46	95	-0.1	104	96
COc1ccc(N2C(=O)CNC2=S)cc1	104	110	110	9	76	0.5	110	104
NC(=O)[C@@H]1CCCN1C(=O)c1cc(COc2ccc3c(c2)CCCC3)on1	106	67	96	·	103	0.0	95	88
CN(Cc1ccccc1)Cc1nc2c([nH]1)c(=O)[nH]c(=O)n2C	100	94	98	-1	101	0.0	101	102

Overlap with the part before: five compounds, then new ones.
SMILES	RPL19A-GFP yeast	LAP4-GFP MLPCN	CIT2-GFP yeast	AHR act	CR mimetic SO	Efflux pump mplx	MEP2 TOR yeast	AGP1-GFP MLPCN
CCc1n[nH]c(=S)n1/N=C/c1ccc(N(C)c2ccccc2)cc1	119	110	110	-4	102	0.4	111	102
Cc1nn(Cc2c(Cl)cccc2Cl)c(Cl)c1/C=N/NC(=O)c1cccnc1	101	87	103	46	95	-0.1	104	96
COc1ccc(N2C(=O)CNC2=S)cc1	104	110	110	9	76	0.5	110	104
NC(=O)[C@@H]1CCCN1C(=O)c1cc(COc2ccc3c(c2)CCCC3)on1	106	67	96	·	103	0.0	95	88
CN(Cc1ccccc1)Cc1nc2c([nH]1)c(=O)[nH]c(=O)n2C	100	94	98	-1	101	0.0	101	102
CCCP(=O)(CCC)CCP(=O)(c1ccccc1)c1ccccc1	101	94	101	-1	112	0.2	99	99
NC(=S)Nc1cccc(O)c1	104	103	99	1	82	-0.1	106	97
Cc1ccc2c(c1)NC(=O)C(CC(=O)NCCCN1CCN(c3cc(Cl)ccc3C)CC1)O2 (stereo not drawn)	101	95	104	1	93	0.0	104	103
CC(C)CCN(C(=O)CNC(=O)c1cccs1)C(C(=O)NC1CCCC1)c1ccncc1 (stereo not drawn)	96	116	93	3	99	0.0	89	97
N#C/C(=C\c1cc(Cl)c(OCc2ccc(Cl)cc2)c(Cl)c1)C(N)=O	97	105	100	-7	107	-0.2	102	101
COc1cccc(-c2nc(CS(=O)(=O)CC(=O)NCCCN3C(C)CCCC3C)c(C)o2)c1 (stereo not drawn)	111	107	116	1	100	0.1	116	112
COc1cc(NC(=O)Cc2ccccc2)ccc1NC(=O)c1ccccc1	102	86	97	2	96	0.0	105	96
O=C(O)CC(SCc1ccc(C(=O)O)o1)C(=O)O (stereo not drawn)	103	94	95	4	126	0.1	94	110
COC1=CC(=O)C(O)=C(CCCCCCC/C=C/CCCCCCCC2=C(O)C(=O)C=C(OC)C2=O)C1=O	95	101	92	-1	91	0.1	98	103
C/C=C\C=C/C(=O)Nc1cccc(C2=NOC3(C2)C[C@@H](C(N)=O)N(C(=O)c2ccccc2)C3)c1 (stereo partly drawn)	100	101	81	6	102	0.0	95	84
Cc1ccc(NC(=O)CSc2nc3ncc(Br)cc3[nH]2)cc1C	98	87	94	11	120	0.1	92	94
Cc1nn(C2CCS(=O)(=O)C2)c(C)c1C=O (stereo not drawn)	101	99	98	3	98	0.0	100	97
Cc1c(C(=O)OC(C)C)sc(NC(=O)C2CCCO2)c1C(=O)OC(C)C (stereo not drawn)	97	97	91	-2	103	0.0	99	100
O=C(COc1ccccc1)Nc1ccc(Cl)cc1Cl	98	115	93	-1	96	0.0	95	95
COc1ccc(NC(=O)CC2C(=O)N(c3ccccc3)C(=O)N2Cc2ccco2)cc1 (stereo not drawn)	108	96	103	2	111	0.0	107	99
Cc1ccc(C)c(CSc2nnc(-c3cccnc3)o2)c1	101	108	92	-2	128	0.4	109	98
CC(C)n1c(-c2ccccc2)nc(=S)c2c1CCCC2	102	94	101	-1	94	0.1	105	98
CC(C)c1ccc(C2C3=C(COC3=O)Nc3cc4c(cc32)OCO4)cc1 (stereo not drawn)	99	102	108	3	99	0.0	99	101
Cc1ccc(Cn2nc(C)c(NC(=O)CCCn3nc(C)c([N+](=O)[O-])c3C)c2C)cc1	102	90	96	-2	108	0.1	104	100
COCC(=O)Nc1sc2c(c1C(=O)OC)CCCC2	98	112	97	7	98	0.0	103	90
O=S(=O)(CCNCc1cccs1)c1ccc(Cl)cc1	79	92	103	0	83	0.1	99	97
c1ccc(C2CCC3(CC2)Oc2ccccc2C2CC(c4cccnc4)=NN23)cc1 (stereo not drawn)	104	97	99	13	89	0.2	104	100
CC(=O)C12CCCCC1CC1C3CC(C)C4(O)CC(=O)CCC4(C)C3CCC12C (stereo not drawn)	97	106	102	-1	107	0.0	99	99
CCN1CCN(c2nc3c(C)cccn3c(=O)c2/C=C(\C#N)C(=O)NCCOC)CC1	103	86	99	7	80	0.6	104	95
CCN(CCn1cccn1)C(=O)CC1C(=O)NCCN1Cc1ccc(F)cc1 (stereo not drawn)	102	95	87	3	98	0.5	105	99
Cc1ccc(/C=C2\SC(N3CCN(C(c4ccccc4)c4ccccc4)CC3)=NC2=O)o1	101	99	89	3	98	0.5	95	90
O=C(N/N=C/c1ccc(F)cc1)c1cc[n+]([O-])cc1	107	106	105	-6	90	0.0	102	107
CCc1ccc(C(=O)Nc2cc(C)ccc2F)s1	103	115	100	18	107	0.0	109	101
O=C(NCCCN1CCOCC1)c1cc(-c2cccc(Br)c2)nc2ccccc12	102	89	102	7	112	0.1	85	96
Cc1ccc(-c2n[nH]c(=O)c3ccccc23)cc1N	105	94	83	44	70	0.6	100	100
Nc1nc(Nc2ccccc2)nc(NC2CCCCC2)c1[N+](=O)[O-]	90	·	84	5	104	-0.1	90	86
CCC/C(=N\NC(=O)c1cccc(C)c1)c1ccccc1	106	91	111	10	100	0.5	99	105
CCOc1cc(C(=S)N2CCOCC2)ccc1OC(=O)/C=C/c1ccc(OC)c(OC)c1	103	90	108	0	94	-0.2	88	96
Cc1nn(-c2ccccc2)c(C)c1NC(=O)COC(=O)CC(C)c1ccccc1 (stereo not drawn)	106	105	112	3	107	0.0	104	99
Cc1cccc(C)c1NC(=O)CN(c1ccccn1)S(=O)(=O)c1ccccc1	102	95	105	-1	111	-0.1	116	103
COc1ccc(/C=C/C(=O)NC(=S)N2CCSCC2)cc1	275[may fluoresce green]	+[may fluoresce green]	·	0	107	0.0	+[may fluoresce green]	257*[may fluoresce green]
COc1ccc2ccccc2c1C1CC(=O)N2CN(Cc3ccco3)CSC2=C1C#N (stereo not drawn)	99	99	123	2	87	-0.1	90	104
COc1cc(NC(=O)CC(C)C)ccc1NC(=O)c1ccco1	103	112	103	-2	115	0.0	113	109
CC1CCN(CC(=O)N2CCc3ccccc32)CC1	101	102	104	7	92	0.2	106	107
COc1cc(/C=C/CN2CCN(CCC(C)C)C(CCO)C2)ccc1O (stereo not drawn)	100	95	107	-1	101	0.0	69	88
O=C1c2ccccc2-c2c1cccc2C(=O)N(CCO)CCO	93	103	94	0	114	0.1	95	95
CCOc1ccc(N(CC(=O)NC2CCCC2)C(=O)CCCC(=O)Nc2ccccn2)cc1	100	100	107	1	100	-0.1	103	106
O=C(Nc1nccs1)c1ccc(COc2ccc(Cl)cc2)o1	·	99	104	27	96	-1.1	100	99
O=C(Cc1ccccc1F)Nc1ccccc1N1CCCC1	114	96	99	·	89	-1.5	106	101
CCOC(=O)CNC(=O)CSc1nnc(Cn2cnc3ccccc32)n1C	100	108	104	1	97	0.0	107	102
COC(=O)C1=C(C)N=c2s/c(=C/c3ccoc3)c(=O)n2C1c1ccccc1 (stereo not drawn)	106	124	136	-4	99	0.5*	152	107
CC(=O)Nc1ccc(NC(=O)c2ccc(S(=O)(=O)N(C)c3ccccc3)cc2)cc1	97	96	101	2	92	0.1	95	93
CCN1CCCC1CNc1ccc(S(C)(=O)=O)cc1[N+](=O)[O-] (stereo not drawn)	106	104	97	-1	98	-0.5	106	99
COc1ccc(NC(=O)CCC(=O)OCc2ccc(Br)cc2)cc1	108	106	99	-3	103	-0.1	102	99
CC(C)Cc1nn2c(=O)cc(COc3ccc(NC(=O)c4ccco4)cc3)nc2s1	107	117	103	1	89	0.0	111	108
CCCCSc1nc2ccc(Nc3nc(N4CCOCC4)nc(N4CCOCC4)n3)cc2s1	104	121	98	0	105	0.2	112	99
O=S(=O)(/N=C/N1CCOCC1)c1ccc(Cl)cc1	100	101	108	14	92	-0.1	102	101
Cc1sc(NC(=O)c2ccccc2F)c(CN2CCCCC2)c1C	99	98	100	12	116	0.1	105	99
COc1c(OC2OC(C(=O)O)C(O)C(O)C2O)cc(O)c2c(=O)cc(-c3ccccc3)oc12 (stereo not drawn)	105	108	93	3	100	0.1	95	93
CCOc1cccc(OCCOCCN(C)Cc2ccccc2)c1	96	88	104	5	101	-0.2	92	94
